Bcl-B TR3 displacers: displacers of TR3 peptide from Bcl-B, primary screen, selectivity assay for Bfl-1 inhibitor project, biochemical, fluorescence polarization; FP displacement of FITC-TR3 peptide from Bcl-B; higher % means a stronger effect; displacement, % at 20 µM; hits with a dose series show IC50 in µM; hit rate 0.11% among 96,000; AID 748;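 active = displacement above 50% at 20 µM plus a fluorescence interference ratio under 1.5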;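 note: plate controls were wells without compound for no effect and wells lacking Bcl-B protein for full effect; a part of the inactive calls stands beside numbers as strong as those of hits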
PLAP inhibition: PLAP enzyme inhibitors, biochemical, luminescence, HTS (AID 690); purified PLAP, luminescent substrate; higher % means a stronger effect; inhibition, % at 20 µM, or IC50 in µM where a hit was titrated; hit rate 0.08% among 96,000; in the data active = a potency from the dose series; inactive = the rest, 99 in 100 with inhibition below about 30%; note: strong numbers were not always called active
IL1B NFkB inh: blocks IL-1B driven NFkB nuclear translocation in HUVEC cells; HUVEC IL-1B NFkB p65 nuclear translocation imaging; inhibition, % at 2 µM; hit rate 0.43% among 94,000;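 active = inhibition above about 30% together with a positive call from visual inspection of the well image, limit read from the data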;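 note: nuclear over cytoplasmic p65 intensity ratio measured by imaging; 0% = IL-1B stimulated DMSO wells and 100% = unstimulated DMSO wells; values of inactives mirror those of a sister screen read the other way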
MRP reversal: reverses drug resistance mediated by MRP | H69AR cells + 2 uM doxorubicin, CellTiter-Glo, 72 h | differential viability (reversal), % at 10 µM | hit rate 0.04% among 85,000 | AID 602;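 active = viability drop by adding the cancer drug above about 55%, with treated viability meeting a 40% cutoff, limit read from the data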;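 note: viability without doxorubicin minus viability with 2 µM doxorubicin for each compound; larger differential means the compound sensitizes cells more to doxorubicin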
NFkB transloc pot: enhances IL-1B driven NFkB nuclear translocation. HUVEC IL-1B NFkB p65 nuclear translocation imaging. activation, % at 2 µM. hit rate 0.3% among 94,000. AID 819;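 active = activation above 40%, about the mean plus 3 SD, also judged a hit on visual image review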;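 note: percent activation is computed from the nuclear over cytoplasmic p65 intensity ratio; values of inactives mirror those of a sister screen read the other way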
MRP reversal cytotoxicity: also measured in MRP reversal; calls as there; viability, %; H69AR cells, CellTiter-Glo, 72 h; measured here: cytotoxicity without doxorubicin
MRP reversal with doxorubicin: recorded beside MRP reversal, whose call it bears; viability, %; measured here: viability with 2 uM doxorubicin; hits give low values
IL1B NFkB inh cell count 2 µM: second read-out of IL1B NFkB inh, no call of its own (marks repeat the call); cell count; measured here: cells passing quality filter;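 raw number of nuclei counted in each imaged well without normalization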
NFkB transloc pot cell count 2 µM: second read-out of NFkB transloc pot, no call of its own (marks repeat the call); cell count; measured here: cells passing quality filter
Starred values were filed as active, the others as inactive; · = no result given.

SMILES | Bcl-B TR3 displacers | PLAP inhibition | IL1B NFkB inh | IL1B NFkB inh cell count 2 µM | MRP reversal | MRP reversal cytotoxicity | MRP reversal with doxorubicin | NFkB transloc pot | NFkB transloc pot cell count 2 µM
COc1ccc(CCNC(=O)C2CCN(S(=O)(=O)N3CCCCC3)CC2)cc1OC | -4% | -21% | -28 | 124 | 5 | 81 | 77 | 27 | 124
CC(C)c1ccc(-c2noc(C3CCCN(S(C)(=O)=O)C3)n2)cc1 (stereo unspecified) | 1% | 5% | -6 | 41 | 12 | 106 | 95 | 6 | 41
Cc1c(NC(=O)c2ccc3c(c2)OCO3)c(=O)n(-c2ccccc2)n1C | -3% | -14% | -4 | 69 | 2 | 99 | 97 | 4 | 69
CCN(CC)Cc1cc(C(C)=O)ccc1OCC(C)C | 1% | -80% | -4 | 89 | 10 | 87 | 78 | 4 | 89
CCOC(=O)C1CN(c2cc3c(cc2F)c(=O)c(C(=O)O)cn3CC)OC1C(=O)OCC (stereo unspecified) | -11% | 4% | -14 | 128 | -3 | 74 | 77 | 14 | 128
Cc1cnc(NC(=O)CSc2ncc(-c3ccccc3)n2Cc2ccco2)s1 | -7% | 10% | -1 | 124 | -19 | 67 | 86 | 1 | 124
COc1ccc(/C=C(/NC(=O)c2ccccc2)C(=O)N/N=C/c2ccc3c(c2)OCO3)cc1OC | 2% | -17% | 4 | 116 | · | · | · | -4 | 116
Cc1[nH]n(C(C)(C)C)c(=O)c1Sc1ccc(Cl)cc1 | 0% | -2% | -5 | 91 | 14 | 100 | 86 | 5 | 91
CCOc1ccc(OCC)c(NC(=O)C2CCN(S(=O)(=O)c3c(C)noc3C)CC2)c1 | -20% | -60% | -7 | 63 | -15 | 44 | 59 | 7 | 63
Cc1cc2cc3c(cc2nc1SCC(=O)O)OCCO3 | 5% | 3% | -11 | 187 | 14 | 79 | 65 | 11 | 187
Clc1ccc(C2Nc3ccccc3-n3cccc32)cc1 (stereo unspecified) | -8% | 0% | -32 | 45 | -16 | 80 | 95 | 32 | 45
COc1ccccc1Nc1nc(N)nc(CSCCO)n1 | -5% | 11% | -5 | 151 | 0 | 86 | 86 | 5 | 151
O=C(CSCc1ccc(F)cc1)NC1CCCC1 | -4% | 17% | 20 | 79 | 9 | 92 | 83 | -20 | 79
O=C(CSc1nnc(CN2CCOCC2)n1-c1ccc(Cl)cc1)Nc1ccc2c(c1)OCO2 | -3% | -58% | 2 | 135 | -11 | 90 | 100 | -2 | 135
CCS(=O)(=O)c1nc2ccccc2n1Cc1ccccc1Cl | 0% | -46% | -7 | 72 | 11 | 99 | 88 | 7 | 72
COc1cccc(-c2nc(-c3ccccc3)no2)c1 | 2% | 12% | 6 | 90 | 11 | 66 | 54 | -6 | 90
COc1ccc2cc(S(=O)(=O)N3CCN(C)CC3)ccc2c1 | · | · | -8 | 92 | -10 | 84 | 94 | 8 | 92
CCOC(=O)c1c(C)n(C)c2ccc(OC)c(NC(=O)CN3CCC4(CC3)OCCO4)c12 | -3% | -63% | 0 | 91 | 2 | 80 | 78 | 0 | 91
CC1CCc2nn(CC(=O)NC3CCCC(C)C3C)cc2C1 (stereo unspecified) | 3% | -14% | · | · | 4 | 97 | 92 | · | ·
CC(C)CNC(=S)NNC(=O)c1csc2c1CCC(C)C2 (stereo unspecified) | 1% | -1% | 0 | 190 | · | · | · | 0 | 190
CC(C)CC(NC(=O)c1ccco1)C(=O)Nc1ccc2c(c1)OCCO2 (stereo unspecified) | 0% | 1% | -5 | 50 | 6 | 102 | 96 | 5 | 50
CC(C)(C)C(=O)Nc1nnc(CSCc2ccccc2F)s1 | 4% | 0% | 1 | 166 | 4 | 106 | 101 | -1 | 166
COc1cccc(Nc2cc(N3CCOCC3)c3nonc3c2[N+](=O)[O-])c1 | 0% | -3% | 12 | 130 | · | · | · | -12 | 130
COc1ccccc1OCC(=O)NCCc1nc2ccccc2[nH]1 | -2% | 5% | 6 | 66 | -5 | 77 | 83 | -6 | 66
OCc1ccccc1N=c1ssnc1Cl | -2% | 4% | 6 | 80 | -9 | 60 | 69 | -6 | 80
Cc1ccc(C(CC(=O)N2CCCC2)c2ccccc2)c(O)c1C (stereo unspecified) | -4% | -20% | 13 | 98 | 6 | 88 | 82 | -13 | 98
O=C(NCc1ccco1)c1ccc2c(c1)C(=O)N(C1CCCCC1)C2=O | -2% | 4% | 6 | 146 | -3 | 89 | 93 | -6 | 146
CCOC(=O)c1oc2ccccc2c1NC(=O)COc1ccc(F)cc1 | -13% | 4% | 6 | 177 | -12 | 47 | 59 | -6 | 177
O=C(NCCCN1CCN(c2cccc(Cl)c2)CC1)c1cccc(N2CCCC2=O)c1 | · | · | -46 | 140 | 6 | 87 | 81 | 46* | 140*
O=C(COC(=O)c1cccs1)c1ccc2ccccc2c1 | · | · | 9 | 122 | -7 | 90 | 97 | -9 | 122

Part of the list above, as a markdown table:
| Structure | Bcl-B TR3 displacers | PLAP inhibition | IL1B NFkB inh | IL1B NFkB inh cell count 2 µM | MRP reversal | MRP reversal cytotoxicity | MRP reversal with doxorubicin | NFkB transloc pot | NFkB transloc pot cell count 2 µM |
| --- | --- | --- | --- | --- | --- | --- | --- | --- | --- |
| CCOC(=O)c1c(C)n(C)c2ccc(OC)c(NC(=O)CN3CCC4(CC3)OCCO4)c12 | -3% | -63% | 0 | 91 | 2 | 80 | 78 | 0 | 91 |
| CC1CCc2nn(CC(=O)NC3CCCC(C)C3C)cc2C1 (stereo unspecified) | 3% | -14% | · | · | 4 | 97 | 92 | · | · |
| CC(C)CNC(=S)NNC(=O)c1csc2c1CCC(C)C2 (stereo unspecified) | 1% | -1% | 0 | 190 | · | · | · | 0 | 190 |
| CC(C)CC(NC(=O)c1ccco1)C(=O)Nc1ccc2c(c1)OCCO2 (stereo unspecified) | 0% | 1% | -5 | 50 | 6 | 102 | 96 | 5 | 50 |
| CC(C)(C)C(=O)Nc1nnc(CSCc2ccccc2F)s1 | 4% | 0% | 1 | 166 | 4 | 106 | 101 | -1 | 166 |
| COc1cccc(Nc2cc(N3CCOCC3)c3nonc3c2[N+](=O)[O-])c1 | 0% | -3% | 12 | 130 | · | · | · | -12 | 130 |
| COc1ccccc1OCC(=O)NCCc1nc2ccccc2[nH]1 | -2% | 5% | 6 | 66 | -5 | 77 | 83 | -6 | 66 |
| OCc1ccccc1N=c1ssnc1Cl | -2% | 4% | 6 | 80 | -9 | 60 | 69 | -6 | 80 |
| Cc1ccc(C(CC(=O)N2CCCC2)c2ccccc2)c(O)c1C (stereo unspecified) | -4% | -20% | 13 | 98 | 6 | 88 | 82 | -13 | 98 |
| O=C(NCc1ccco1)c1ccc2c(c1)C(=O)N(C1CCCCC1)C2=O | -2% | 4% | 6 | 146 | -3 | 89 | 93 | -6 | 146 |
| CCOC(=O)c1oc2ccccc2c1NC(=O)COc1ccc(F)cc1 | -13% | 4% | 6 | 177 | -12 | 47 | 59 | -6 | 177 |
| O=C(NCCCN1CCN(c2cccc(Cl)c2)CC1)c1cccc(N2CCCC2=O)c1 | · | · | -46 | 140 | 6 | 87 | 81 | 46* | 140* |
| O=C(COC(=O)c1cccs1)c1ccc2ccccc2c1 | · | · | 9 | 122 | -7 | 90 | 97 | -9 | 122 |

Returning to the listing; the two compounds before the break are reprinted first.
SMILES | Bcl-B TR3 displacers | PLAP inhibition | IL1B NFkB inh | IL1B NFkB inh cell count 2 µM | MRP reversal | MRP reversal cytotoxicity | MRP reversal with doxorubicin | NFkB transloc pot | NFkB transloc pot cell count 2 µM
O=C(NCCCN1CCN(c2cccc(Cl)c2)CC1)c1cccc(N2CCCC2=O)c1 | · | · | -46 | 140 | 6 | 87 | 81 | 46* | 140*
O=C(COC(=O)c1cccs1)c1ccc2ccccc2c1 | · | · | 9 | 122 | -7 | 90 | 97 | -9 | 122
CCOc1ccc(C2CC(c3cccc(Cl)c3)n3nc(N)nc3N2)cc1 (stereo unspecified) | 2% | -15% | · | · | 9 | 96 | 87 | · | ·
COc1ccccc1C(=O)CSc1n[nH]c(N)n1 | 10% | -36% | 5 | 156 | -25 | 75 | 99 | -5 | 156
O=C1NN(c2ccccc2)C(=O)C2C3C=CC(C4CC34)C12 (stereo unspecified) | 12% | 3% | -9 | 123 | · | · | · | 9 | 123
Cc1cc(Cl)c(S(=O)(=O)N/N=C/c2ccc3c(c2)OCO3)c(Cl)c1 | -2% | -20% | -1 | 121 | · | · | · | 1 | 121
O=C(NCc1cccnc1)c1ccc(Cl)c(Cl)c1 | 8% | 23% | -36 | 116 | 6 | 86 | 80 | 36 | 116
CCOC(=O)Cn1c(=O)oc2cc(S(=O)(=O)Nc3ccc(N(CC)CC)cc3C)ccc21 | 3% | 6% | -7 | 66 | 11 | 94 | 83 | 7 | 66
CCOC(=O)C1=C(CSc2nnnn2C)N(C)C(=O)NC1c1ccccc1 (stereo unspecified) | 7% | 12% | -11 | 193 | 12 | 93 | 81 | 11 | 193
CCCS(=O)(=O)N1CCCC(C(=O)NCCCOC(C)C)C1 (stereo unspecified) | 4% | 4% | -10 | 124 | -8 | 94 | 102 | 10 | 124
N#C/C(=C/c1ccc(Cl)cc1)NC(=O)c1ccccc1 | 4% | 3% | 1 | 181 | · | · | · | -1 | 181
CSc1nc2ccc(S(=O)(=O)N3CCOCC3)cc2s1 | 4% | 3% | -5 | 142 | -1 | 77 | 78 | 5 | 142
COc1ccc(-n2c(C)nc(=O)c(-c3ccccc3)c2C)cc1 | · | · | -9 | 107 | 4 | 105 | 102 | 9 | 107
O=C(COc1ccc(Br)cc1CO)Nc1ccc(F)cc1 | 4% | 15% | -29 | 155 | 21 | 103 | 81 | 29 | 155
Cc1cccc(Oc2ccc(C(=O)NC3CCSC3=O)cn2)c1C (stereo unspecified) | 5% | -28% | -2 | 201 | · | · | · | 2 | 201
Clc1cc(NCc2cccs2)ccc1N1CCOCC1 | -1% | -4% | -5 | 128 | 15 | 99 | 84 | 5 | 128
Cc1cc(N2CCOCC2)c2c(N)c(C)cc(C)c2n1 | -7% | -10% | -1 | 162 | -8 | 74 | 82 | 1 | 162
Cc1nc(CNS(=O)(=O)c2cccc(F)c2)cs1 | 2% | 1% | 1 | 88 | -10 | 93 | 103 | -1 | 88
COCCCNCCOCCOc1c(OC)cccc1OC | 1% | -29% | -7 | 118 | · | · | · | 7 | 118
CC(C)(Oc1ccc(Cl)cc1)C(=O)Nc1cccnc1 | 3% | 1% | -1 | 187 | · | · | · | 1 | 187
Brc1ccccc1-c1nc(-c2ccccc2)no1 | 1% | 4% | -4 | 175 | · | · | · | 4 | 175
COc1cc2c(cc1OC)-c1nnc(C)n1C(C)(C)C2 | -14% | -2% | · | · | 28 | 100 | 72 | · | ·
Cc1nn(-c2ccccc2)c(C)c1C(=O)OCC(=O)Nc1ccc2c(c1)OCO2 | 3% | -19% | 6 | 150 | 15 | 99 | 84 | -6 | 150
O=C(CSc1nc2c(c(=O)n1-c1ccc(Cl)cc1)SCC2)Nc1nccs1 | -2% | -11% | · | · | -1 | 20 | 21 | · | ·
CCOCCN(C=O)c1cccc(OC)c1 | 6% | 3% | -14 | 157 | 3 | 93 | 90 | 14 | 157
Cc1sc2nc(CN(C(=O)NC3CCCCC3)C3CCCCC3)[nH]c(=O)c2c1C | · | · | 0 | 129 | 4 | 92 | 88 | 0 | 129
CNC(=S)N1N=C(c2ccc(C)cc2)CC1c1ccc(Br)cc1 (stereo unspecified) | -27% | 8% | -10 | 160 | -8 | 89 | 96 | 10 | 160
N/C(=N\c1nc2c(c(=O)[nH]1)CCC2)Nc1cccc2ccccc12 | -8% | 1% | -10 | 169 | · | · | · | 10 | 169
CCn1c(=O)cc(SCC(=O)N2CCN(C3CCCCC3)CC2)c2ccccc21 | -3% | -48% | -3 | 137 | 14 | 100 | 87 | 3 | 137

Screens: PubChem, several laboratories

The list is partial, so the mix of outcomes need not match the whole.
